# Source: PubChem (Broad Institute)
# Cneo AK release: Cryptococcus neoformans cell lysis inducers, primary screen, AK release luminescence, single concentration; C. neoformans lysis, adenylate kinase release luminescence, 4 h; normalised: neutral wells 0, clomiphene wells 100; hit rate 0.2% among 360,000; AID 651654, 2012; lysis activity, % at 15 µM;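 active means mean lysis activity across replicates of at least 80%, whatever share of replicates individually reach that level; inactive means mean lysis activity below 80%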
#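 Test system: log-phase Cryptococcus neoformans yeast cells. Input: 5 × 10^6 yeast cells/mL. Medium: fresh YPD growth medium. Doses: single dose. Incubation: static 4 h at 37 °C with compound, 1 h detection. Measured by: luminescent adenylate kinase detection reagent. Read-out: signal increase indicating cell lysis. Benchmarks: Clomiphene.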
# esBAF inh: Bmi1 luciferase reporter increase in mESCs, primary screen, esBAF inhibitor project, mouse ES cells, Bmi1 luciferase knock-in, single point | 24 h; 100% = twice the neutral-well signal | reporter increase, % at 12.5 µM | hit rate 2% among 350,000; in the data active means activation above about 40%; inconclusive means no clear call, values can overlap the other calls;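 further: 0% = median of the plate's neutral control wells and 100% = double that signal; a rise in the Bmi1 reporter signal indicates esBAF inhibition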
# SIRT5 block: SIRT5 desuccinylase inhibitors, primary screen, biochemical, fluorescence imaging, single point, set 5; Purified SirT5, succinyl-peptide AMC, trypsin-coupled fluorescence; inhibition, % at 15 µM; hit rate 1.1% among 330,000; in the data active means inhibition above about 15%; inconclusive means no clear call, values can overlap the other calls
# Target sequence (Q9NXA8 whole entry, looked up): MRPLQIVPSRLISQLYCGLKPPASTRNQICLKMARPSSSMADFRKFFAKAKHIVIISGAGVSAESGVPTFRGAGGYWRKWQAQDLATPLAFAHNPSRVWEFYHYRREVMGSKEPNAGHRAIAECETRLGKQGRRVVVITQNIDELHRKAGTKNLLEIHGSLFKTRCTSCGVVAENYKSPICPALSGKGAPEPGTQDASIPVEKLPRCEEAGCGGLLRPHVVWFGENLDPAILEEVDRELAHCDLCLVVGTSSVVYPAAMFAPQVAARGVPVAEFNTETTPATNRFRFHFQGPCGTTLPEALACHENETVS
# ARNT-TACC3 inh: disruptors of ARNT/TACC3 protein interaction, primary screen, biochemical, AlphaScreen, single concentration | Transforming acidic coiled-coil-containing protein 3 (Homo sapiens), Q9Y6A5 | AlphaScreen His-ARNT PAS-B/GST-TACC3 binding, luminescence; TACC3 fragment carries E629A point mutation | inhibition, % at 9.99 µM | hit rate 0.66% among 390,000;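 active means mean inhibition of replicates at least 50% and at least half of replicates each reaching 50%; inconclusive means half or more replicates reach 50% but mean below 50%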;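 further: 0% = complete ARNT plus TACC3 wells and 100% = ARNT alone without TACC3; many hits fall short of the cut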
# ERp5 inh: inhibitors of ERp5-driven insulin aggregation, primary screen, biochemical, turbidity, absorbance 650 nm, single point | inhibition, % at 9.99 µM | 90 min | Protein disulfide-isomerase A6 (Homo sapiens), Q15084 | AID 651711, 2012 | hit rate 0.05% among 350,000;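 active means mean replicate inhibition above about 25%, with every replicate also reaching it, limit read from the data, passing the limit was not always enough; inconclusive means only one of those two criteria met; inactive means neither criterion met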
# Target sequence (Q15084 whole entry, looked up): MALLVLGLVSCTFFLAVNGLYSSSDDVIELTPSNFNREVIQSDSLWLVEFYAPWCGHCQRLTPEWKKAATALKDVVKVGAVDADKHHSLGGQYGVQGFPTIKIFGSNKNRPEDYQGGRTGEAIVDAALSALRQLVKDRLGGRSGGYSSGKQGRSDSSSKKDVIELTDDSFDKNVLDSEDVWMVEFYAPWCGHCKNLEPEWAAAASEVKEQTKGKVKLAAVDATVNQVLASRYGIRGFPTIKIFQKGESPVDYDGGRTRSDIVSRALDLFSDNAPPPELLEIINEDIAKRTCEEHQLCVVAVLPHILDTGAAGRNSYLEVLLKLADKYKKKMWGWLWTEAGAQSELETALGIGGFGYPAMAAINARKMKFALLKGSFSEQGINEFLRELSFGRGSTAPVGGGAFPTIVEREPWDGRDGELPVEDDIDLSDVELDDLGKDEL
# miR-122 sensor: miR-122 Renilla sensor signal increase in Huh7, primary screen, miR-122 inhibitor project, cell-based, single point, plate reader; Huh7 miR-122 Renilla luciferase sensor, 48 h; neutral wells = 0, positive control = 100; activation (reporter increase), % at 12.5 µM; hit rate 0.3% among 340,000;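 active means mean replicate activation score at least 90 and every replicate individually at or above 90; inconclusive means only one of the two criteria met; inactive means neither criterion met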;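 further: higher luciferase means less miR-122 activity so hits act as miR-122 inhibitors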
# C2C12 statin: suppressors of statin myotoxicity in C2C12 myotubes, primary screen, cell-based, single point, plate reader; C2C12 myotubes + simvastatin, ATP luminescence, 48 h; scaled: DMSO 0, geranylgeraniol control 100; rescue of ATP level, % at 7.49 µM; hit rate 0.78% among 330,000; AID 602340, 2012;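 active means mean ATP rescue above about 67%, or every replicate alone reaching that limit, limit read from the data, passing the limit was not always enough; inconclusive means no clear call, values can overlap the other calls; inactive means mean under the limit and some replicate under it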;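 further: myotubes were challenged with 10 µM simvastatin during compound exposure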
# The depositor's hits bear a star; ? = inconclusive; · = not tested or not shown; [ ] = remark or other dose. An unsorted share of the library. Share with any hit: about 4%.
1	C[C@H]1CN([C@@H](C)CO)S(=O)(=O)c2ccc(C3=CCCC3)cc2O[C@@H]1CN(C)C(=O)c1cnccn1
2	CC1=C(C(=O)OC2CCCCC2)C(c2ccc(C)o2)C2=C(CCCC2=O)N1 (stereo unspecified)
3	COC(=O)[C@@H](NC(=O)Nc1ccc(OC)cc1)C(C)C
4	Cc1cc[n+](CC(=O)c2cc3ccccc3oc2=O)cc1
5	Cc1cc(C)c2nc(-c3ccccn3)cc(C(=O)NCc3ccc(S(N)(=O)=O)cc3)c2c1
6	C[C@H](CO)N1C[C@H](C)[C@H](CN(C)C(=O)Nc2ccc(F)cc2)Oc2ncc(-c3cccc(C(F)(F)F)c3)cc2C1=O
7	Cc1cc2ccccc2c(=O)n1CC(=O)NCC(=O)N1CCN(c2ccccc2F)CC1
8	CCc1nnc(NS(=O)(=O)c2ccc(NC(=O)C(c3ccccc3)c3ccccc3)cc2)s1
entry no.	1	2	3	4	5	6	7	8
Cneo AK release	·	15	-1	1	·	-3	·	·
esBAF inh	1	-1	2	·	·	-2	-4	·
SIRT5 block	·	·	·	0	-3	·	2	1
ARNT-TACC3 inh	·	2	·	19	·	10	-2	-14
ERp5 inh	·	·	·	8	2	·	-9	4
miR-122 sensor	6[16.7 µM]	0	·	-4	-5	-10[16.7 µM]	16	·
C2C12 statin	-24	-2	-2	·	·	5	2	·

9	C[C@H](C(=O)N(C)C[C@@H]1OCc2ccccc2-c2ccccc2C(=O)N([C@@H](C)CO)C[C@H]1C)c1ccccc1
10	C[C@H](CO)N1C[C@H](C)[C@@H](CN(C)Cc2cncnc2)Oc2ncc(C#CC3CCCCC3)cc2C1=O
11	Cc1nc2nc(SCC(N)=O)[nH]c2cc1Br
12	Cc1ccc(CNC(=O)COC(=O)c2cnccn2)cc1
13	C[C@@H]1CN([C@H](C)CO)C(=O)c2cccc(NS(=O)(=O)c3cccs3)c2O[C@H]1CN(C)S(=O)(=O)c1ccc(Cl)cc1
14	CCOC(=O)C1=C(C)Nc2nc(C)nn2C1c1ccc(C)cc1 (stereo unspecified)
15	C[C@H]1CN([C@@H](C)CO)C(=O)Cc2cc(NS(=O)(=O)c3ccccc3)ccc2O[C@@H]1CN(C)Cc1ccc(C(=O)Nc2ccccc2N)cc1
16	Brc1cc2c(cc1Br)OCCOCCOCCOCCO2
entry no.	9	10	11	12	13	14	15	16
Cneo AK release	-3	-1	2	·	-2	5	-1	·
esBAF inh	-3	-4	-3	·	-3	-12	0	·
SIRT5 block	-2	·	·	-11	2	-1	-4	-5
ARNT-TACC3 inh	6	0	23	6	·	13	11	6
ERp5 inh	8	-1	·	1	-2	1	-3	5
miR-122 sensor	·	4[16.7 µM]	-5	-3	6[16.7 µM]	4	-6[16.7 µM]	·
C2C12 statin	·	-11	-28	·	23	24	-44	·

17	Cc1ccccc1NC(=O)CN1C(=O)S/C(=C/c2cccnc2)C1=O
18	O=C(CSc1nc2nn(-c3ccccc3)c(=O)c-2c2n1CCCCC2)Nc1cccc(F)c1
19	CCOC(=O)c1c(-c2ccc(-c3ccccc3)cc2)csc1NC(=O)CCN1CCOCC1
20	CCOc1ccc2c(c1)sc(=NC(=O)C1CC1)n2C
21	Cn1cnc(CCNC(=O)C[C@@H]2CC[C@H]3[C@@H](COC[C@H](O)CN3C(=O)C3CCCC3)O2)c1
22	COc1ccc(/C=C/C(=O)NC(=S)Nc2cc([N+](=O)[O-])ccc2O)cc1OC
23	CCCSc1nc(=O)n2cccc(C)c2n1
24	Cc1ccc(S(=O)(=O)NCCC(=O)OCC(=O)NC(=O)c2cccn2C)cc1
entry no.	17	18	19	20	21	22	23	24
Cneo AK release	24	-3	4	0	-2	·	12	·
esBAF inh	7	7	·	60*	-4	·	-1	·
SIRT5 block	0	-2	0	-2	-1	13	·	-2
ARNT-TACC3 inh	5	8	-3	1	-4	-35	3	3
ERp5 inh	5	-9	6	2	5	1	·	0
miR-122 sensor	0	-11	1	·	4[16.7 µM]	·	-8	·
C2C12 statin	2	6	·	-21	11	·	·	·

25	O=C(CCc1ccc(S(=O)(=O)N2CCOCC2)cc1)Nc1cc(Cl)ccc1N1CCOCC1
26	CSc1ncc(Cl)c(C(=O)Nc2ccc(NC(C)=O)cc2)n1
27	CC(=O)Nc1nonc1NC(=O)CSc1ncn[nH]1
28	CC1CCc2[nH]c3ccc(C(=O)Nc4ccc(C(=O)N(C)C)cc4)cc3c2C1 (stereo unspecified)
29	Nc1c(C(=O)Nc2ccc(F)cc2)sc(=S)n1-c1ccccc1F
30	CS(=O)(=O)N1[C@@H](C#N)[C@H](c2ccc(C#Cc3cccc(F)c3)cc2)[C@@H]1CO
31	O=C(NC1CCCN(Cc2ccc(Cl)cc2)C1)c1ccnc(Cl)c1 (stereo unspecified)
32	COc1ccc(C2CC(c3ccccc3)=NN2S(=O)(=O)c2ccc(C)cc2)c(OC)c1 (stereo unspecified)
entry no.	25	26	27	28	29	30	31	32
Cneo AK release	-9	-1	4	-1	0	4	-1	·
esBAF inh	9	1	-1	18	54*	26	7	2
SIRT5 block	·	1	·	-2	-2	3	-5	·
ARNT-TACC3 inh	-5	5	-4	-3	0	·	-6	0
ERp5 inh	·	?	·	-2	1	-5	-3	·
miR-122 sensor	·	-8	2	·	-3	·	·	72
C2C12 statin	-3	-2	1	-9	2	5	7	-42

33	Cc1cc(OC(=O)c2c(C)cc(O)cc2O)cc(O)c1C(=O)O
34	CS(=O)(=O)c1ccc(CNC(=O)C2(C(F)(F)F)C/C(=C/CCO)CCCO2)cc1 (stereo unspecified)
35	C[C@@H]1CN([C@H](C)CO)S(=O)(=O)c2ccc(-c3ccncc3)cc2O[C@H]1CN(C)Cc1ccccn1
36	COc1ccccc1C(=O)NC(=O)COC(=O)CNC(=O)c1ccc(Cl)c([N+](=O)[O-])c1
37	COc1ccc(C(=O)N2CCCC2(C#N)c2ccccc2)cc1[N+](=O)[O-] (stereo unspecified)
38	O=C(O)CCC(=O)OCCCc1cc2ccccc2c(=O)o1
39	Cc1ccnc(NC(=O)c2ccccc2NC(=O)C(C)(C)C)c1
40	CC(NCc1ccc2c(c1)OCO2)C(=O)NC1CCCCC1 (stereo unspecified)
entry no.	33	34	35	36	37	38	39	40
Cneo AK release	-3	1	2	-1	1	3	1	·
esBAF inh	-5	-5	2	1	3	-5	2	-8
SIRT5 block	2	-4	-4	1	1	·	0	-4
ARNT-TACC3 inh	6	·	18	4	-6	5	3	-13
ERp5 inh	-1	4	2	6	3	-4	-4	3
miR-122 sensor	6	·	3[16.7 µM]	-6	-10	-4	7	-4
C2C12 statin	3	3	-70	11	-1	2	-27	-3

41	COc1cc(NC(=O)C/C(C)=N/NC(=O)c2cccs2)c(OC)cc1Cl
42	NS(=O)(=O)c1ccc(CCNC(=O)/C=C/c2cccc([N+](=O)[O-])c2)cc1
43	CCN(CC)C(=O)c1ccc(Cc2cn(C)c3ccccc23)nc1
44	CN1CCN(C(=O)C2=C[C@H](c3csc4ccccc34)C[C@H](OCCCCO)O2)CC1
45	COc1cn(-c2ccccc2)nc1C(=O)Nc1ccc(C)cc1
46	COc1cccc(CC2(CO)CCCN(Cc3ccc(CO)o3)C2)c1 (stereo unspecified)
47	CC=Cc1ccc2n(c1=O)C[C@H]1[C@H](CO)[C@@H](C(=O)N(C)C)[C@@H]2N1C(=O)c1ccc(F)cc1 (mixture of isomers)
48	Cc1ccccc1C(OCCN(C(C)C)C(C)C)c1ccccc1 (stereo unspecified)
entry no.	41	42	43	44	45	46	47	48
Cneo AK release	-1	·	-2	1	-4	0	-4	·
esBAF inh	26	-7	6	0	?	6	5	-4
SIRT5 block	4	-1	0	0	-1	0	-9	2
ARNT-TACC3 inh	4	0	·	-26	·	-10	-1	15
ERp5 inh	0	2	-5	-1	0	1	-2	-3
miR-122 sensor	17	-4	0	·	3	1	·	6
C2C12 statin	-8	-11	1	3	-10	-4	-3	-13

# Profiles, quoted from the list. Values in the order: Cneo AK release, esBAF inh, SIRT5 block, ARNT-TACC3 inh, ERp5 inh, miR-122 sensor, C2C12 statin
# Profile of COc1cn(-c2ccccc2)nc1C(=O)Nc1ccc(C)cc1 : -4, ?, -1, ·, 0, 3, -10
# Profile of CC=Cc1ccc2n(c1=O)C[C@H]1[C@H](CO)[C@@H](C(=O)N(C)C)[C@@H]2N1C(=O)c1ccc(F)cc1 (mixture of isomers) : -4, 5, -9, -1, -2, ·, -3
# Profile of CN1CCN(C(=O)C2=C[C@H](c3csc4ccccc34)C[C@H](OCCCCO)O2)CC1 : 1, 0, 0, -26, -1, ·, 3
# Profile of Cc1ccccc1C(OCCN(C(C)C)C(C)C)c1ccccc1 (stereo unspecified) : ·, -4, 2, 15, -3, 6, -13
# Profile of COc1cc(NC(=O)C/C(C)=N/NC(=O)c2cccs2)c(OC)cc1Cl : -1, 26, 4, 4, 0, 17, -8

# Additional compounds.
49	C[C@H](CO)N1C[C@H](C)[C@H](CN(C)S(=O)(=O)c2cn(C)cn2)Oc2ccc(NC(=O)C3CCCCC3)cc2CC1=O
50	Cn1c(=O)n(CCc2ccccc2)c(=O)c2c1ncn2Cc1ccccc1
51	COc1ccc(Cl)cc1NC(=O)COC(C)=O
52	CC1(c2ccc(Cl)cc2)NC(=O)N(CN2CCOCC2)C1=O (stereo unspecified)
53	O=c1cc(-c2ccccc2)c2ccccc2[nH]1
54	CCCNC(=O)C(Cc1ccc(Cl)cc1)NC(=O)c1ccc(C#N)cc1 (stereo unspecified)
55	CCOc1ccc(-c2nnc3ccc(SC(C)C)nn23)cc1
56	COc1ccccc1CNC(=O)C1CCCCN1S(=O)(=O)c1ccccc1 (stereo unspecified)
entry no.	49	50	51	52	53	54	55	56
Cneo AK release	1	0	·	-3	-1	-1	0	0
esBAF inh	0	7	·	-2	8	7	-3	1
SIRT5 block	-1	·	-4	2	·	2	-2	2
ARNT-TACC3 inh	-2	5	-10	2	-6	-13	-2	11
ERp5 inh	2	·	-5	3	·	-5	-6	-5
miR-122 sensor	2[16.7 µM]	-1	·	·	-4	0	-6	8
C2C12 statin	-4	-48	·	5	-10	-10	16	14

57	Cc1ccccc1/C=C1\Oc2ccccc2C1=O
58	C=CCNC(=O)Cn1c(=O)c2c(ncn2CCC(C)C)n(Cc2ccccc2)c1=O
59	CCCCCCn1c(SCCC)nc2c1c(=O)[nH]c(=O)n2C
60	CCS(=O)(=O)NCC[C@H]1CC[C@@H](NC(=O)Cc2ccccn2)[C@H](CO)O1
61	CC1(C(=O)NCc2ccco2)Cc2c(-c3ccc(C(N)=O)cc3)ccnc2O1 (stereo unspecified)
62	CCOC(=O)C(NCCc1ccccc1F)(NC(C)=O)C(F)(F)F (stereo unspecified)
63	O=C(C[C@@H]1CC[C@@H](NC(=O)C2CCC2)[C@@H](CO)O1)NCCCN1CCOCC1
64	Cc1nc2sccn2c(=O)c1S(=O)(=O)NCCc1ccc(Cl)cc1
entry no.	57	58	59	60	61	62	63	64
Cneo AK release	5	1	0	-2	-1	·	-4	0
esBAF inh	18	0	-6	0	-19	·	1	-12
SIRT5 block	0	-2	·	0	·	-4	-6	-3
ARNT-TACC3 inh	9	-2	-2	7	·	8	-8	-10
ERp5 inh	-1	1	·	5	1	3	2	-1
miR-122 sensor	18	-4	7	3[16.7 µM]	24	·	·	6
C2C12 statin	-1	1	-10	-2	-9	·	-4	11
